HP1b binding inh = inhibitors of HP1-beta chromodomain binding to methylated histone tails; AID 540317; P83916; Potency, µM (titrated, usually from 114 µM), inactives show at the highest dose activity change, negative = inhibition, usual class: inhibitors; 390,000 tested, 0.56% active; AlphaScreen HP1-beta / biotin-H3K9me3 peptide binding; also: potency is read from the fitted curve at half-maximal effect; nearly all actives have a fitted effect of over 70% in size; inactives centre near 23
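HP1-beta protein (50 nM final) preincubated 30 min at room temperature with biotinylated H3(1-18)K9me3 peptide (50 nM) in PBS pH 7.4, 0.01% Tween-20, then compound added for 30 min. AlphaScreen streptavidin donor/nickel chelate acceptor beads (10 ug/mL final), 30 min dark, luminescence read.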
JMJD2A Tudor = blocks the human JMJD2A Tudor domain; O75164; AlphaScreen JMJD2A-Tudor / H3K4me3 peptide binding; Potency, µM (top dose mostly 114 µM), for inactives: top-dose activity change, negative = inhibition, usual class: inhibitors; 390,000 tested, 4.4% active; also: potency is read from the fitted curve at half-maximal effect; % is scaled to controls: 0 for no effect and ±100 for the full control effect; nearly all actives have a fitted effect of over 50% in size
ALOX12 inh = inhibitors of human 12S-lipoxygenase ALOX12 | 580,000 tested, 1.1% active | AID 1671190 | P18054 | Potency, µM (doses to about 108 µM), for inactives: at the top dose activity change, negative = inhibition, hits mostly inhibitors | purified 12hLO, xylenol orange hydroperoxide absorbance; also: potency is read from the fitted curve at half-maximal effect; % is scaled to controls: 0 for no effect and ±100 for the full control effect
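Hydroperoxide product was detected by ferrous iron/xylenol orange as the 573 to 405 nm absorbance ratio. Arachidonic acid at 40 uM (final) was turned over for 30 min at room temperature by 150 nM human 12hLO, pH 7.0 Hepes buffer, after 15 min compound preincubation.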
ERG Ets-DNA blk = inhibitors of human ERG Ets domain-DNA interaction; fluorescence polarization, His-ERG Ets domain / labelled DNA; Potency, µM (doses to about 76.9 µM), without a hit: top-dose FP activity, negative = inhibition, hits mostly inhibitors; 370,000 tested, 0.028% active; P11308; AID 624246; active = well fitted inhibition curve with a large enough effect in the polarisation, with a control signal flat; inconclusive = small, poorly fitted or top-dose-only effect, or effect the other way, or a change in a side signal; inactive = no such curve, though single readings can be large or run the other way; the % refers to the polarisation;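 also: polarization taken with two DNA probes labelled with fluorescein and Texas red; potency is read from the fitted curve at half-maximal effect; % of control where 0% means no effect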
Target sequence (P11308 whole entry, looked up, the tested form may be a part): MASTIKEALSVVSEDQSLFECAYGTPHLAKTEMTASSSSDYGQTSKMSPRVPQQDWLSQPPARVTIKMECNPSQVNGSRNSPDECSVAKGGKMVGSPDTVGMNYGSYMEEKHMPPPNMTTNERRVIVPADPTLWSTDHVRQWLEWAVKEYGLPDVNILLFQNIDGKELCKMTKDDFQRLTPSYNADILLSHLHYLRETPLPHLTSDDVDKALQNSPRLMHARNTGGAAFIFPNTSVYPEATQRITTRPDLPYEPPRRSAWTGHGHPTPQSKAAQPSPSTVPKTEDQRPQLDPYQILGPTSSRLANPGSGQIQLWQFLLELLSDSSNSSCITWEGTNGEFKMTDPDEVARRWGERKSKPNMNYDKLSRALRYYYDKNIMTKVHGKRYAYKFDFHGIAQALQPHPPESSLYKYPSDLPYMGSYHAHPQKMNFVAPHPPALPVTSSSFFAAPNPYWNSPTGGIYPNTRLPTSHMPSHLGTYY
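His-tagged ERG Ets domain (1 uM in the protein solution; 300mM KCl, 50mM Tris-HCl, 1mM EDTA, 1mM DTT, pH 7.5) received compound, then a probe mix of 5 nM fluorescein-DNA and 100nM Texas-615-DNA. Fluorescence polarization was read for both dyes.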
RGS4 inh = blocks human RGS4-accelerated GTP hydrolysis; Transcreener GDP fluorescence polarization, RGS4-accelerated GTP hydrolysis; Potency, µM (highest dose often 114 µM), for the others: at the highest dose activity change, negative = inhibition, usual class: inhibitors; 390,000 tested, 0.039% active; also: potency is read from the fitted curve at half-maximal effect; % is scaled to controls: 0 for no effect and ±100 for the full control effect; nearly all actives have a fitted effect of over 75% in size; some results filed as inactive show a strong effect at the top dose
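MLSMR compounds (23 nl, pin-transferred) preincubated 10 min at room temperature with a 500nM (2x) first reagent, then RGS4 at 900nM (2x) plus Transcreener GDP mix added; fluorescence polarization (620/688 nm) read before and after 90 min at 30 °C.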
PI4K2A inh = blocks human PI4K2A kinase activity; Q9BTU6; purified PI4K2A, ADP-Glo luminescence, 1 h; stronger effect = lower value; activity change, negative = inhibition, % at 76.9 µM; 420,000 tested, 0.13% active; AID 1346378; in the data active = activity change below about -50%; inconclusive = mostly about -30% to -49%;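 also: -100% = wells without enzyme as full effect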
Target sequence (Q9BTU6 whole entry, looked up): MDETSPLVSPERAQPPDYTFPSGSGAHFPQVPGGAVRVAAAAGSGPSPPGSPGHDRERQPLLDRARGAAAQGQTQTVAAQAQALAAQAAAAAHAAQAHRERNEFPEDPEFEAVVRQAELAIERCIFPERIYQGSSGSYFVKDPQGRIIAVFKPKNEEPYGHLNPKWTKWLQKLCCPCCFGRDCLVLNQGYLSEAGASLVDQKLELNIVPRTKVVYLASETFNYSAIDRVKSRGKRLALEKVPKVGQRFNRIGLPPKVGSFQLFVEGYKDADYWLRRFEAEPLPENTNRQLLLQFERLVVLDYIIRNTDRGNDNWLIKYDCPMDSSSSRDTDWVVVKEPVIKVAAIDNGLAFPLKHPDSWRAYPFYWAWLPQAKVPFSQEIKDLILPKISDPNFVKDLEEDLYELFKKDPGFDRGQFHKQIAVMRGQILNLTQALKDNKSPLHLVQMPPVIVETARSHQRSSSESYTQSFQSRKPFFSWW
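ADP-Glo luminescence measured ADP generated by PI4K2A enzyme (4 ug/mL before mixing) with 1.2 mM PI substrate (pre-mix) and 300 microM ATP (pre-mix). Tris pH7.5 buffer with MgCl2, Triton X-100; 1 h reaction at ambient temperature.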
BAZ2B inh = blocks human BAZ2B; AlphaScreen BAZ2B-H3K14Ac peptide displacement; 360,000 tested, 4.4% active; Potency, µM (series often up to 114 µM), without a hit: at the highest dose activity change, negative = inhibition, usual class: inhibitors; AID 504333; Q9UIF8; also: potency is read from the fitted curve at half-maximal effect; % is scaled to controls: 0 for no effect and ±100 for the full control effect; nearly all actives have a fitted effect of over 60% in size
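Protein-peptide AlphaScreen: BAZ2B 50 nM, b-H3K14Ac 50 nM, 1x PBS pH 7.4 + 0.01% Tween-20. Preincubation 30 min RT; cpd 30 min RT (top 110 uM); beads 20 min RT, light-protected.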
G9a block = blocks human histone lysine methyltransferase G9a. G9a H3K9 monomethylation, AlphaScreen, 2 h. Potency, µM (series often up to 102 µM), inactives show top-dose activity, negative = inhibition, most hits filed as inhibitors. 350,000 tested, 8.8% active; also: potency is read from the fitted curve at half-maximal effect; % is scaled to controls: 0 for no effect and ±100 for the full control effect; nearly all actives have a fitted effect of over 75% in size
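G9a (20 nM) preincubated 15 min RT with compounds, then 500 nM biotinylated H3K9 peptide and 20 uM SAM added; 2 h RT reaction. Monomethyl-H3K9 product detected by AlphaScreen with anti-H3K9me1 antibody, streptavidin donor and anti-rabbit IgG acceptor beads.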
GLS inh = blocks human kidney-isoform glutaminase activity; 410,000 tested, 0.21% active; Potency, µM (top dose mostly 45.5 µM), without a hit: top-dose activity change, negative = inhibition, usual class: inhibitors; AID 624170; GLS enzymatic activity, qHTS titration; also: potency is read from the fitted curve at half-maximal effect; % is scaled to controls: 0 for no effect and ±100 for the full control effect
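hKGA; 45 mM KH2PO4 pH 8.2 + 0.02% Tween-20; cpd via pin tool; 1 mM Gln soln; GluOx/HRP/Amplex Red; RT 30 min; fluor. t0 & final.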
Numbers without * were called inactive; ? = inconclusive; . = no result given; [ ] = another dose, or the depositor's remark. Unless noted, calls follow the shape of the dose curve; as a rule, active = well fitted curve in the direction sought with a large enough effect; inconclusive = small, poorly fitted or top-dose-only effect, or another doubt; inactive = no such curve, though single readings can be large; an effect the other way counts as inactive or inconclusive. A portion of the library, so the mix of outcomes need not match the whole.

Sample of the layout, 6 compounds:
canonical_smiles,HP1b binding inh,JMJD2A Tudor,ALOX12 inh,ERG Ets-DNA blk,RGS4 inh,PI4K2A inh,BAZ2B inh,G9a block,GLS inh
c1ccc(Nc2ncnc3sccc23)cc1,9%,-5%,2%,1%,10%,-2,1%,-9%,3%
O=C(c1c(F)c(F)c(F)c(F)c1F)N(Cc1ccccc1)Cc1ccccc1,132%[activator],46%[activator],-20%,3%,-47%,-1,42%[activator],141%,1%
Cc1scc(C(=O)O)c1-c1c(C(=O)O)csc1C,38%,-3%,-4%,-3%,5%,-6,1%,21%[59 µM],-1%
COc1cccc(NC(=O)c2c(C)nn(-c3cccc(C)c3)c2-n2cccc2)c1,43%,4%,0%,-3%,-20%,-4,-15%,6%[59 µM],5%
CSCC[C@H](NC(=O)c1cccc(S(=O)(=O)N2CCN(C)CC2)c1)c1nc2ccccc2[nH]1,1%,-19%,-2%,1%,-9%,-6,.,.,-5%
COc1cccc(NC(=O)CNC(=O)c2ccc(F)cc2)c1,30%,-5%,-5%,16%,18%,-3,-4%,0%[59 µM],8%

All compounds of this part (from the top)
canonical_smiles,HP1b binding inh,JMJD2A Tudor,ALOX12 inh,ERG Ets-DNA blk,RGS4 inh,PI4K2A inh,BAZ2B inh,G9a block,GLS inh
c1ccc(Nc2ncnc3sccc23)cc1,9%,-5%,2%,1%,10%,-2,1%,-9%,3%
O=C(c1c(F)c(F)c(F)c(F)c1F)N(Cc1ccccc1)Cc1ccccc1,132%[activator],46%[activator],-20%,3%,-47%,-1,42%[activator],141%,1%
Cc1scc(C(=O)O)c1-c1c(C(=O)O)csc1C,38%,-3%,-4%,-3%,5%,-6,1%,21%[59 µM],-1%
COc1cccc(NC(=O)c2c(C)nn(-c3cccc(C)c3)c2-n2cccc2)c1,43%,4%,0%,-3%,-20%,-4,-15%,6%[59 µM],5%
CSCC[C@H](NC(=O)c1cccc(S(=O)(=O)N2CCN(C)CC2)c1)c1nc2ccccc2[nH]1,1%,-19%,-2%,1%,-9%,-6,.,.,-5%
COc1cccc(NC(=O)CNC(=O)c2ccc(F)cc2)c1,30%,-5%,-5%,16%,18%,-3,-4%,0%[59 µM],8%
COc1ccc(C(=O)Nc2ccc(NC(=O)c3cccs3)cn2)cc1,32%[activator],?,?,0%,-25%,-9,?,22µM*,-6%
CN(Cc1ccc(-n2cccn2)cc1)Cc1nc(-c2cnccn2)no1,53%[activator],-5%,-4%,13%,-10%,-7,4%,.,-3%
CCCc1nc2c(sc3nc4c(cc32)COC(C)(C)C4)c(=O)o1,43%[activator],-4%,0%,1%,-11%,-3,?,22µM*,2%
CC(C)Cc1nc(SCC(=O)N2CCCCC2)c2c(=O)n(C)c(=O)n(C)c2n1,29%,-20%,1%,12%,-6%,-2,12%,-15%,-6%
CC1(C)CC(=O)C2=C(C1)OC(N)=C(C#N)C21C(=O)N2CCCc3cccc1c32 (stereo not drawn),7%,-11%,-21%,-1%,46%,-4,-5%,1%[59 µM],3%
O=C(Nc1ccncc1)Nc1ccc(F)cc1,51%[activator],-7%,0%,-6%,-24%,-1,14%,22%,-7%
Cc1cc(C)c2c(=O)[nH]c(SCC(=O)N3CCCCC3)nc2n1,9%,-19%,?,-7%,0%,-3,13%,-4%,6%
Cc1ccc(Cn2c(SCC(=O)N/N=C/c3ccccc3OCC(=O)O)nc3ccccc32)cc1,14%,-23%,-18%,?,1%,1,-16%,9%,6%
CCC(C)c1ccc(S(=O)(=O)N2CCN(C(=O)c3ccc(Cl)c(S(=O)(=O)N4CCOCC4)c3)CC2)cc1 (stereo not drawn),14%,-36%,163%[activator],5%,13%,-1,.,.,0%
CSc1nc2ccccc2c(=O)n1N,17%,-2%,?,-10%,17%,2,1%,13%[59 µM],2%
O=C(Nc1ccc(N2CCOCC2)c(Cl)c1)c1ccc(S(=O)(=O)N2CCOCC2)cc1,15%,-13%,-8%,-1%,-24%,-6,-12%,-4%[12.7 µM],-11%
CCCN(CCC)S(=O)(=O)c1ccc(Cl)c([N+](=O)[O-])c1,4%,-18%[11.4 µM],10%,-4%,-1%,5,?,?,1%
COC(=O)C(N)Cc1ccc(O)cc1 (stereo not drawn),22%,-3%,0%,-7%,-6%,1,-25%,-41%[59 µM],10%
CC(=O)c1cnc(-c2ccccc2)s1,29%,-8%,7%,-6%,-11%,2,-1%,-42%,13%
C/C(=N/NC(=O)CNC(=O)c1ccccc1F)c1ccc2c(c1)CCCC2,-7%,32µM*,3%,-6%,?,-2,0%,-3%,?
CNC(=O)c1c(NC(=O)CCS(=O)(=O)c2ccccc2)sc(C)c1C,17%,-14%,-12%,1%,-1%,0,8%,-2%,-11%
CCO[C@@H]1OC(C(=O)N2CCCCCCC2)=C[C@H](C2CCCCC2)[C@H]1CCCO,16%,-20%,5%,-2%,9%,-4,-4%,10%[12.7 µM],17%
O=C(c1cc(-c2cccc(Cl)c2)on1)N1CCN(c2ccc(F)cc2)CC1,-1%,-5%,-1%,-3%,27%,3,4%,3%,-16%
CN(c1ccccc1)c1ncccn1,39%[activator],0%,0%,8%,2%,0,.,.,-3%
CCc1ccccc1N(CC)C(=O)c1c(C)oc2ncnc(N3CCOCC3)c12,-6%,-30%,-2%,2%,-2%,5,3%[57.1 µM],-4%[59 µM],1%
Nc1ccccc1C(=O)N/N=C1/C2CN3CCN(C2)CC1(Cc1ccccc1)C3,32%,-13%,0%,3%,1%,-1,-9%,55%[activator][59 µM],14%
N#CC1=C(N)NC(=S)C(C(N)=O)C1c1ccc(Cl)cc1Cl (stereo not drawn),3%,?,?,-7%,?,4,-29%,?,?
COc1ccc(S(=O)(=O)N2CCC(=O)N2)cc1,11%,-12%,22%,4%,-13%,1,10%,?,24%
c1ccc(CNc2nc3ccccc3c3nc(-c4ccccc4)nn23)cc1,61%[activator],33%,0%,1%,17%,0,2%,8%[59 µM],-8%
Cc1ccc(C(=O)Nc2ccccc2)cc1S(=O)(=O)Nc1ccc(Br)cc1,40%[activator],-22%,?,5%,6%,0,-7%,3%[59 µM],-3%
O=C(NCCCNC(=O)c1ccccn1)c1cccc(F)c1,4%,-12%,13%,5%,18%,-1,2%,36%,2%
CCOc1ccc(Oc2ccc(S(=O)(=O)N3CCOCC3)cc2NC(=O)C2=COCCO2)cc1,-3%,-22%,-18%,0%,-3%,-4,0%,14%[2.33 µM],7%
O=C(O)c1cc(S(=O)(=O)NC(CO)C(O)c2ccc([N+](=O)[O-])cc2)ccc1Br (stereo not drawn),35%[activator],2%,-16%,-3%,1%,-3,-14%,-12%,-1%
COc1ccc(CN2CN(C(C)C)CSC2=S)cc1,11%,-14%,0%,2%,5%,10,-2%,?,5%
O=C1CSC(=S)N1/N=C/c1cccnc1,6%,-7%,0%,-6%,-41%,-3,-3%,7.1µM*,-4%
N#Cc1ccccc1CSc1nc2ccc(NC(=O)c3ccccc3C(=O)O)cc2s1,26%,-32%,-42%,-7%,-6%,0,?,?,0%
Cc1cccc(OCC(=O)N2CCN(C(=O)c3cccs3)CC2)c1,26%,2%,9%,-6%,-6%,-6,20%,31%,-8%
CN(CC(=O)Nc1cccc(F)c1)C(=O)c1cc2c(s1)CCCCC2,-5%,-21%,2%,11%,15%,-2,10%,5%,-3%

From PubChem BioAssay
